PERK inh: human PERK inhibition, primary cell-based screen. Q9NZJ5. CHO PERK-DD fusion, SEAP luminescence translation reporter. inhibition, % at 5.6 µM. hit rate 0.17% among 220,000. AID 1416;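 active = inhibition above the mean inhibition of all tested compounds plus 3 SD, set separately per screening campaign, cut at about 2.9% in these data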;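 note: PERK kinase domain activated by AP20187 dimerizer at 100 nM; 0% = DMSO with dimerizer and 100% = rapamycin at 8.4 µM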
Target sequence (Q9NZJ5 whole entry, looked up, the tested form may be a part): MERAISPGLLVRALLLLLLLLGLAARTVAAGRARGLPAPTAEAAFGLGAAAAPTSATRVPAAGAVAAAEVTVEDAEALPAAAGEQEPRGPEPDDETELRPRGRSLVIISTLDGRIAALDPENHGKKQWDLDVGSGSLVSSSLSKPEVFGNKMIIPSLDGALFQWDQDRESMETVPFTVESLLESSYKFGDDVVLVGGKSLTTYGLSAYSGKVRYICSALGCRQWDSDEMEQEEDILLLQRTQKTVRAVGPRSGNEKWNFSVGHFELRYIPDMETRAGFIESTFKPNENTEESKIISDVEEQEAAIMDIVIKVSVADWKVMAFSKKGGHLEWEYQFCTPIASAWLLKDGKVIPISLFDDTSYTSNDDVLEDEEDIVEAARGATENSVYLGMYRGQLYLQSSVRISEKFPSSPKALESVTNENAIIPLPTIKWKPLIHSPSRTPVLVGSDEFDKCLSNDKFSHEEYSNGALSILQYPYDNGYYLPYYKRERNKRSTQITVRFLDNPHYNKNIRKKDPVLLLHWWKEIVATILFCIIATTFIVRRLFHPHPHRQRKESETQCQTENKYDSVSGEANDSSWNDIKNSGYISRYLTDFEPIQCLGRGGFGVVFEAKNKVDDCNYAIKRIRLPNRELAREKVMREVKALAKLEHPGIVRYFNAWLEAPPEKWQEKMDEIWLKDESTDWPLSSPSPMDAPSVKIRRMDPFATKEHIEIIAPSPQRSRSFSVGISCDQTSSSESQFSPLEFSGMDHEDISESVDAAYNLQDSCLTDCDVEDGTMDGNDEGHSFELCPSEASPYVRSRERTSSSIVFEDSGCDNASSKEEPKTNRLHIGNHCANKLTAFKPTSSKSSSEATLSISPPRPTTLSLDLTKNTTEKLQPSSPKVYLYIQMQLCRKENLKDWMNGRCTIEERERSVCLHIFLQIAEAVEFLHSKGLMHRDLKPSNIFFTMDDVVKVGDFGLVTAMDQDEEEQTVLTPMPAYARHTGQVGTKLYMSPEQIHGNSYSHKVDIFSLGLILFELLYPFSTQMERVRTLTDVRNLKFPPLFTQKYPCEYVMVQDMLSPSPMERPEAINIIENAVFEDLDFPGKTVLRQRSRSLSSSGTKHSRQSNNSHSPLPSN
TRPN1 ag: agonists of zebrafish TRPN1 channel | HEK293 zebrafish TRPN1-YFP, Fluo-8 calcium fluorescence; 100% = response to 87 µM carbachol | activation, % at 3 µM | hit rate 0.18% among 220,000 | AID 1424;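 active = activation above its plate's cutoff, the mean activation of test wells on that plate plus 3 SD, cut at about 19% in these data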;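 note: 0% = DMSO alone and 100% = 87 µM carbachol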
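Material: zebrafish TRPN1-YFP in HEK293 cells; Doses: single test compound dose, 3 µM nominal, 0.3% DMSO; Timing: dye loading 1 h at 37 °C, then 30 min room temperature; Technique: intracellular calcium fluorescence with Fluo-8; Benchmarks: high carbachol 87 µM, low DMSO alone.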
TRPML3 agonist: agonists of human TRPML3 channel | activation, % at 3 µM | hit rate 0.29% among 220,000 | Q8TDD5 | AID 1448 | HEK293 TRPML3-YFP, Fluo-8 calcium fluorescence; 100% = the carbachol control signal;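 active = activation above its plate's cutoff, the mean activation of the plate's test wells plus 3 SD, cut at about 12% in these data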;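 note: 0% = DMSO only wells and 100% = carbachol wells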
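Test system: TRPML3-YFP stable HEK293 cells. Doses: single point at 3 µM. Incubation: dye loading 1 h 37 °C then 30 min ambient, 125 s read. Signal: Fluo-8 calcium dye fluorescence, ex 470-495, em 515-575 nm. Measure: percent activation from peak-to-basal fluorescence ratio, scaled between DMSO and carbachol.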
S1P4 ag: agonists of human S1P4 receptor. O95977. activation, % at 4.98 µM. hit rate 0.35% among 220,000. S1P4-expressing cell line, agonist reporter assay. AID 1509; in the data active = activation above about 11%;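 note: 0% = DMSO vehicle and 100% = reference agonist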
BaF3 parental: counter-screen for JAK2V617F inhibitors: parental Ba/F3 viability inhibitors; hit rate 1.1% among 220,000; CellTiter-Glo ATP luminescence; AID 1486; inhibition, % at 5.6 µM;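 active = inhibition above a per-campaign cutoff, the mean inhibition of all tested compounds plus 3 SD, cut at about 27% in these data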;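 note: 0% = DMSO wells and 100% = JAK Inhibitor I control wells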
Calpain2 inh: inhibitors of pig calpain II | purified calpain II, fluorogenic peptide substrate, 30 min | inhibition, % at 16 µM | hit rate 0.37% among 220,000;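 active = inhibition above about 50%, limit read from the data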
Ba/F3 V617F tox: reduce viability of Ba/F3 cells dependent on JAK2V617F | Ba/F3 EpoR-JAK2V617F viability, ATP luminescence | inhibition, % at 5.6 µM | hit rate 1.1% among 220,000;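 active = inhibition above the campaign mean plus 3 SD over all tested compounds, cut at about 24% in these data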;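 note: cytokine-independent growth of Ba/F3 cells driven by EpoR plus mutant JAK2; 0% = DMSO-treated cells and 100% = JAK inhibitor I control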
S1P4 antag: human S1P4 receptor antagonism. inhibition, % at 4.98 µM. S1P4-expressing cells, antagonist mode, reporter read-out. hit rate 0.26% among 220,000. AID 1510. O95977; in the data active = inhibition above about 29%;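 note: 0% = wells stimulated with agonist and 100% = vehicle wells without agonist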
EP2 modulator: modulates human prostaglandin E2 receptor EP2 signaling | P43116 | EP2-expressing cells, cAMP HTRF FRET, PGE2 co-stimulation | induction, % at 25 µM | hit rate 0.83% among 260,000 | AID 940;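 active = compounds whose cAMP rise, as percent of the full-agonist control response, exceeds 60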;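 note: rat C6 glioma line stably carrying human EP2 under a CMV promoter; the protocol text gives 20 µM as final concentration; 100% = response of wells given 1 µM PGE2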
Numbers without * were called inactive; · = no result given; & = joins results of further samples.

Compound	PERK inh	TRPN1 ag	TRPML3 agonist	S1P4 ag	BaF3 parental	Calpain2 inh	Ba/F3 V617F tox	S1P4 antag	EP2 modulator
Cc1cccc(/N=C/c2sc3ccccc3c2O)n1	1.2	1.9	0.5	2.4	1	-12	-3	-7	-38
CCCOC1CCCN(C(=O)CCc2nnc(Cc3cccc(C)c3)o2)C1 (centres undefined)	1.8	1.1	-0.1	1.4	8	-29	-2	-6	2
CC(=O)Nc1ccc(OC(F)(F)C(F)C(F)(F)F)c(NC(C)=O)c1 (centres undefined)	0.3	-1.0	0.9	0.5	1	14	1	-17	5
COc1ccc(-c2nc(CS(=O)CC(=O)NCc3cccnc3)c(C)o2)cc1 (centres undefined)	1.9	-0.1	-0.4	0.3	-1	5	-3	-18	-10
Cc1nn(Cc2ccc(C(=O)NN)o2)c(C)c1Cl	-0.3	-1.3	0.0	-0.4	-2	27	9	6	-15
CCc1ccccc1N1C(=O)c2cccc3c(N4CCOCC4)c([N+](=O)[O-])cc(c23)C1=O	-1.3	-0.2	0.4	3.4	1	-44	4	-32	14
CCOC(=O)CC(=O)CSc1nc(C)cc(-c2cccnc2)c1C#N	0.0	0.5	0.9	-0.6	3	-113	-4	13	18
O=C1CCC2=C(CCCC2=O)N1	0.3	1.3	0.2	-0.3	0	-4	-3	-13	2
Cc1oc2c(CN(C)C)c(O)ccc2c(=O)c1-c1ccc2ccccc2n1	-0.3	0.7	0.8	1.1	8	17	-2	-10	-3
O=C(CSc1ccc2ccccc2n1)Nc1ccc(N2CCOCC2)cc1	-0.5	0.9	-2.3	0.5	7	-6	2	-1	-21
O=C1c2ccccc2C(=O)C1c1ccc2ccccc2n1	0.0	3.0	-0.1	-0.3	6	-10	0	-4	7
Cc1nn(Cc2ccc(Cl)cc2)c(C)c1NC(=O)CSc1n[nH]c(C)c1[N+](=O)[O-]	0.0	0.2	0.0	1.5	5	3	-2	-9	-64
CC(=NC(C)C)C1=C(O)CCC1=O	-0.5	0.0	1.1	0.3	4	-20	-2	-19	0
O=c1c(O[C@@H]2O[C@H](CO)[C@H](O)[C@H](O)[C@H]2O)c(-c2ccc(O)c(O)c2)oc2cc(O)cc(O)c12	0.5	1.2	0.2	0.8	-8	26	5	10	·
CC(C)NC(=O)c1ccc2c(c1)S(=O)(=O)c1ccccc1C2=O	0.1	-0.5	1.2	0.9	2	9	-1	-21	12
CCNc1ccc(Br)cc(C(=O)/C=C/c2ccc(Cl)cc2Cl)c1=O	0.3	1.2	-0.4	-1.3	-1	-104	0	-5	-11
Cc1nn(Cc2ccc(C(=O)Nc3nc4c(C)cccc4s3)o2)c(C)c1Br	0.2	-0.9	0.6	1.1	-1	-240	-2	-10	-4
CC(=O)c1c(C)nc(-c2ccccc2)n1O	1.8	1.8	0.6	-0.1	4	-26	-2	-22	-3
O=C(Oc1coc(CSc2ncccn2)cc1=O)c1ccco1	0.8	0.1	0.9	0.7	2	-3	0	3	25
O=C(CSc1nc2c(c(=O)[nH]1)CCCC2)Nc1ccc(Cl)cc1F	1.7	-0.5	-0.2	2.5	-2	-8	-5	-18	16
CCN(CC)S(=O)(=O)c1cc([N+](=O)[O-])ccc1NNC(=O)Nc1ccccc1	-0.8	-0.8	0.6	-0.9	1	-6	-2	-7	-9
O=C(CC1Oc2ccccc2NC1=O)NCc1ccc(Cl)cc1 (centres undefined)	1.5	-0.2	-0.2	-1.6	5	-13	-2	4	-7
O=C(NCC1CCCO1)C(c1ccc(F)cc1)N(Cc1ccc2c(c1)OCO2)C(=O)c1ccc(CN2CCOCC2)o1 (centres undefined)	-0.4	1.1	0.1	3.5	4	-4	-1	-19	10
O=C(NCc1ccccc1)C12CN(Cc3ccccc3)CC1C(c1ccc([N+](=O)[O-])cc1)=NO2 (centres undefined)	-1.1	0.5	-0.6	-0.1	4	-10	2	-9	38
COc1ccc(/C=N/NC(=S)N[C@H]2CC3CCC2C3)cc1 (some centres undefined)	0.0	-1.0	-0.4	0.5	0	-13	-4	18	-41
CCOc1ccc(CC(=O)Nc2c(C(N)=O)oc3ccc(Br)cc23)cc1OCC	0.1	0.6	0.6	-3.6	7	-33	5	-17	-2
COc1ccc(NS(=O)(=O)c2ccc(S(=O)(=O)N3CCCC3)cc2)cc1Cl	1.0	2.7	0.7	-0.5	7	-23	-1	5	-3
O=c1c2ccccc2nc(N/N=C/c2ccccc2)n1O	1.0	0.5	0.6	-0.2	2	-7	-2	-15	33
COCN(C#N)c1nc(N(C)C)nc(N(C)C)n1	1.9	-1.2	0.3	-1.2	2	-6	-3	15	26
COc1ccc(OC)c(C2CC(=O)N3CN(c4ccccc4F)CSC3=C2C#N)c1 (centres undefined)	-0.2	1.1	-0.1	1.0	0	-32	4	-7	16
CCOC(=O)C1(Cc2cccc(OC)c2)CCN(Cc2ccon2)CC1	-0.9	-0.3	0.6	-0.2	0	-24	-2	-3	37
COc1ccc(S(=O)(=O)N(CC(=O)NCCCN(C)C)c2ccc(C)cc2)cc1OC	-1.0	-0.3	-1.2	-3.5	5	-5	-5	10	8
Cc1sc(NC(=O)C2C3C=CC(C3)C2C(=O)O)c(C(N)=O)c1-c1ccc(C(C)C)cc1 (centres undefined)	1.1	-0.8	1.5	1.4	6	-29	0	-4	30
C(=N\Nc1ccc2ccccc2n1)/c1ccc2c(c1)OCO2	-0.4	0.1	1.5	2.6	-2	-13	-2	0	-70
COC1=CC(=O)OC12CCCCC2	1.6	-1.4	0.7	0.1	1	-14	-1	0	4
Cc1ccc2cc(C(c3nnnn3Cc3ccccc3)N3CCc4ccccc43)c(=O)[nH]c2c1 (centres undefined)	-0.5	2.2	0.4	-1.1	4	-110	1	16	20&48
O=C(CSc1nc2cc(Cl)ccc2o1)N1CCOCC1	-0.4	-0.1	-0.2	0.5	6	-5	3	21	15
O=c1[nH]c(NCCO)nc2c1C1(CCCCC1)Cc1ccccc1-2	0.8	-1.1	0.2	-0.5	1	-484	-2	-3	45
O=C(Nc1cc(S(=O)(=O)N2CCOCC2)ccc1O)c1ccc2c(c1)S(=O)(=O)c1ccccc1C2=O	1.5	0.2	-0.1	3.4	6	-22	-1	-3	24
O=C(Nc1ccncc1)C1COc2ccccc2O1 (centres undefined)	0.2	2.0	1.0	-0.4	4	7	3	-22	-25
Cc1ccc(CNC(=O)C(=O)NCC2OCCN2C(=O)c2ccc(Cl)cc2)cc1 (centres undefined)	0.1	-2.0	-1.2	-0.3	4	5	-2	-10	9
COc1cc2nc(SCc3ccc(C(F)(F)F)cc3)n(Cc3cccs3)c(=N)c2cc1OC	1.0	-0.5	0.5	-2.1	-1	-8	-4	-20	29
O=C(NNc1nc(-c2ccccc2)cs1)c1ccc(F)cc1	0.2	-1.3	0.6	1.6	11	-72	1	-11	19
NC(=S)N/N=C1\CCSc2ccc(Cl)cc21	0.2	1.1	0.6	0.7	2	-6	2	4	-56
O=C(COc1ccccc1)Nc1ccc(S(=O)(=O)N2CCCC2)cc1	2.4	1.5	-0.3	2.6	7	-4	-2	11	-8
CCOC(=O)C1CCN(C(=O)c2ccc(OCC)c(OCC)c2)CC1	-0.4	0.8	1.3	-0.7	2	-35	0	3	25
COC(=O)c1cc(=O)c2cccc(OC)c2[nH]1	0.9	0.5	0.8	2.1	-1	-317	-1	-3	-2
c1ccc(CCNc2ncnc3scc(C4COc5ccccc5O4)c23)cc1 (centres undefined)	-1.3	-1.8	-1.3	2.2	4	60*	-1	-21	57
Cc1cccc(OCc2nnc(SCC(=O)Nc3ccc(C)c(Cl)c3)o2)c1	-0.6	-0.4	1.4	-2.2	-1	1	-5	0	12
O=C(c1ccco1)N1CCN(S(=O)(=O)c2ccc(F)cc2)CC1	0.7	-0.6	0.3	2.1	1	14	-2	-6	6

Part of the list above in order of SMILES length, smallest number first:
Compound	PERK inh	TRPN1 ag	TRPML3 agonist	S1P4 ag	BaF3 parental	Calpain2 inh	Ba/F3 V617F tox	S1P4 antag	EP2 modulator
C(=N\Nc1ccc2ccccc2n1)/c1ccc2c(c1)OCO2	-0.4	0.1	1.5	2.6	-2	-13	-2	0	-70
CC(=O)Nc1ccc(OC(F)(F)C(F)C(F)(F)F)c(NC(C)=O)c1 (centres undefined)	0.3	-1.0	0.9	0.5	1	14	1	-17	5
CCOc1ccc(CC(=O)Nc2c(C(N)=O)oc3ccc(Br)cc23)cc1OCC	0.1	0.6	0.6	-3.6	7	-33	5	-17	-2

More compounds.
Compound	PERK inh	TRPN1 ag	TRPML3 agonist	S1P4 ag	BaF3 parental	Calpain2 inh	Ba/F3 V617F tox	S1P4 antag	EP2 modulator
O=c1c(CN2CCN(c3ccccn3)CC2)coc2ccccc12	1.4	-1.4	0.6	-0.1	1	-5	-4	-1	0
CCCCN1CN(S(=O)(=O)c2cccs2)c2nc3ccccc3nc21	-0.2	1.1	0.5	1.2	4	-17	1	10	18
Cc1ccc(C)n1-c1ccccc1N	0.6	0.2	0.3	-1.2	4	-8	-2	-5	35
O=C(Cc1ccc(Cl)cc1)Oc1cccc2cccnc12	0.4	0.0	0.6	0.1	7	15	5	-1	7
COc1ccc(-n2c(N)c(C(=O)NCc3ccco3)c3nc4ccccc4nc32)cc1OC	-0.5	0.9	-0.1	0.8	7	-132	0	2	14
COc1cc(C(=O)NCc2nnc(SCC(=O)N3CCCc4ccccc43)o2)cc(OC)c1OC	-0.5	-1.2	-0.4	1.4	1	20	2	-13	-6
Cc1cc2cc3c(cc2nc1SCC(=O)O)OCCO3	1.6	0.1	0.9	1.7	6	-16	4	-6	40
N#Cc1ccc(NC(=O)c2nc(-c3ccccc3)n(-c3ccccc3)n2)cc1	-0.1	0.8	1.0	-1.7	9	-33	3	-2	40
COc1cc(CC(=O)Nc2ccc3nc(C)sc3c2)cc(OC)c1OC	-0.1	0.1	0.4	3.3	11	1	0	-20	8
Cc1ccc(C(C(=O)NC2CCCC2)N(C(=O)c2csnn2)C2CCCC2)o1 (centres undefined)	-0.6	0.1	0.6	2.9	-1	23	-3	-23	31&-19
CCN1CCN(c2oc(/C=C/c3ccccc3)nc2C#N)CC1	-1.0	0.7	0.3	-1.4	2	-324	-3	-3	-33
CC(Oc1ccc(Cl)cc1)C(=O)OCC(=O)Nc1ncc(Cl)cc1Cl (centres undefined)	0.4	1.5	1.9	-4.2	8	22	-3	0	-46
CC(C)(C)NC(=S)N/N=C/c1cc(Br)c(O)c(Br)c1	-0.7	3.1	1.5	0.1	-1	-4	-1	12	-22
COc1ccccc1-c1cc(-c2cc(Cl)ccc2O)n[nH]1	0.4	1.9	0.8	0.3	2	-79	-4	5	-3
O=C(/C=C/c1cccc(F)c1)c1ccc(N2CCOCC2)cc1	0.0	3.2	3.4	0.1	-3	10	0	16	-55
O=C(Nc1ccccc1)Nc1ccc2ccccc2c1	-0.6	6.8	1.7	1.0	-1	4	3	-2	-28
CC(C)C(NC(=O)OCc1ccccc1)C(=O)OCC(=O)N1CCCCC1 (centres undefined)	-0.4	1.3	0.1	-1.0	5	11	-1	-6	6
COc1ccc(S(=O)(=O)N2CCC(C)CC2)cc1Br	0.2	0.1	66*	-1.4	10	27	3	6	-1
COc1cccc(S(=O)(=O)Nc2ccc(C(=O)N3CCCCCC3)cc2)c1	-0.2	1.5	-0.7	-0.4	15	14	5	-10	-25

From PubChem
